Compound activity from PubChem BioAssay.
mouse EphA4 binding = inhibitors of EphA4 binding to KYL peptide, primary screen, biochemical, colorimetric, mouse EphA4 (AID 689); EphA4-AP binding to KYL peptide, pNPP A405; higher % means a stronger effect; inhibition, % at 10 µM; hits with a dose series show IC50 in µM; 62,000 tested, 0.1% active; in the data active = a potency from the dose series; inactive = the rest, 99 in 100 with inhibition below about 22%
Starred values were filed as active, the others as inactive; & = joins results of further samples. These rows are one share of the data (hit frequency here may not be typical).

Preview (2 entries):
| smiles | mouse EphA4 binding |
| --- | --- |
| CCOc1cc(C)c(S(=O)(=O)Nc2ccc3cn[nH]c3c2)cc1C | -8% |
| CCOC(=O)c1nnn(CC(=O)Nc2cccc(Cl)c2C)c1C(=O)OCC | -17% |

Main list (from the top)
| smiles | mouse EphA4 binding |
| --- | --- |
| CCOc1cc(C)c(S(=O)(=O)Nc2ccc3cn[nH]c3c2)cc1C | -8% |
| CCOC(=O)c1nnn(CC(=O)Nc2cccc(Cl)c2C)c1C(=O)OCC | -17% |
| CC1(C)NC(C)(C)C(O)(C(N)=O)C1=O (stereo not drawn) | -4% |
| COc1ccc(CCNC(=O)c2ccc(CN3CCOCC3)cc2)cc1 | -12% |
| CCN(CCNC(=O)Cn1c(=O)sc2ccccc21)c1ccccc1 | 0% |
| Cc1ccc(OCC(=O)Nc2sc3c(c2C#N)CCC3)cc1C | 34% |
| N#CCCn1nnc2ccccc21 | 5% |
| C=CCNC(=O)/C(=C/c1ccc(C)cc1)NC(=O)c1ccc(C)cc1 | -14% |
| CCOC(=O)C1CCN(C(=O)CC(c2ccccc2)c2ccccc2)CC1 | -5% |
| O=c1cc(CN2CCN(c3ccccc3)CC2)c2c(ccc3ccccc32)o1 | 0% |
| COc1ccc(Cc2nnc(NC(=O)c3cccc([N+](=O)[O-])c3C)s2)cc1 | -10% |
| Cc1cc(OCc2nnc(SCC(=O)OC3CCCCC3)o2)ccc1Cl | -6% |

Copied from the entries so far (6 entries):
| smiles | mouse EphA4 binding |
| --- | --- |
| CCOC(=O)c1nnn(CC(=O)Nc2cccc(Cl)c2C)c1C(=O)OCC | -17% |
| CC1(C)NC(C)(C)C(O)(C(N)=O)C1=O (stereo not drawn) | -4% |
| COc1ccc(CCNC(=O)c2ccc(CN3CCOCC3)cc2)cc1 | -12% |
| CCN(CCNC(=O)Cn1c(=O)sc2ccccc21)c1ccccc1 | 0% |
| Cc1ccc(OCC(=O)Nc2sc3c(c2C#N)CCC3)cc1C | 34% |
| N#CCCn1nnc2ccccc21 | 5% |

(further entries)
| smiles | mouse EphA4 binding |
| --- | --- |
| COc1ccc(CCNC(=O)C(=O)NCC2CCCO2)cc1OC (stereo not drawn) | -8% |
| COc1ccc2nc(NC(=O)C3CCN(S(=O)(=O)c4cccnc4)CC3)sc2c1 | 3% |
| CCOC(=O)C(CC)n1cnc2sc3c(c2c1=O)CCC3 (stereo not drawn) | 5% |
| O=C(NC1C2CC3CC(C2)CC1C3)c1ccc(I)cc1 (stereo not drawn) | -16% |
| O=C(COc1ccc(Cl)cc1Cl)NCCCN1CCOCC1 | -8% |
| Cc1onc(-c2ccccc2)c1C(=O)OCC(=O)Nc1ccc2c(c1)OCO2 | 1% |
| O=C(O/N=C/c1ccc([N+](=O)[O-])cc1)c1cccs1 | -4% |
| Cc1ccc(OCC(=O)Nc2ccc(N3CCCC3)cc2)cc1C | -11% |
| CCCOc1cccc(C(=O)Nc2cccc(NC(=O)c3ccco3)c2)c1 | 1% |
| Cc1cc(C)cc(Nc2cc(=O)n(C)c(=O)n2C)c1 | 7% |
| COCCCNC(=O)/C(=C\C=C\c1ccccc1)NC(=O)c1ccccc1 | 2% |
| Cc1cccc(N2CCN(S(=O)(=O)c3c(C)[nH]c(=O)[nH]c3=O)CC2)c1C | 1% |
| O=c1oc2cc(OCc3ccc(C(F)(F)F)cc3)ccc2cc1-c1ccccn1 | -3% |
| Cc1sc2nc(CN(Cc3cccs3)C(=O)C3CC3)[nH]c(=O)c2c1C | -17% |
| O=S(=O)(c1ccccc1)c1nc(-c2ccco2)oc1NCCN1CCOCC1 | 7% |
| CC(C)CN1CN(S(=O)(=O)c2cccs2)c2nc3ccccc3nc21 | 3% |
| COC(=O)c1cccc(N2C(=O)C=CC2=O)c1 | -4% |
| CC(C)C(=O)NC(NCC1CCCO1)C(Cl)(Cl)Cl (stereo not drawn) | -12% |
| CCCc1cc(=O)n2[nH]c(NCc3ccccc3Cl)nc2n1 | -4% |
| CC(C)CCOP(=O)(c1ccc(N(C)C)cc1)C(O)c1ccccc1F (stereo not drawn) | 16% |
| COc1cc2cc(C(=O)Nc3ccccc3)c(N)nc2cc1OC | -12% |
| CCOC(=O)C1CCCN(C(=O)COC(=O)c2cc(=O)c3ccccc3o2)C1 (stereo not drawn) | -10% |
| COC(=O)c1ccc(COc2ccc3c(C)c(C)c(=O)oc3c2)o1 | 18% |
| CC1CCN(c2cccc3c2C(=O)c2ccccc2C3=O)CC1 | -11% |
| CC1CCN(C(=O)CSc2nncn2C)CC1 | -13% |
| Cc1ccc(Cl)cc1N1CCN(C(=O)COc2ccc(S(=O)(=O)NC(C)C)cc2)CC1 | -4% |
| CC(=O)CC1(O)C(=O)N(Cc2ccccc2)c2ccccc21 (stereo not drawn) | -5%&-7% |
| Cc1cccc(-n2c(SCc3cc(=O)n4ccsc4n3)nc3ccccc3c2=O)c1 | -4% |
| Cc1nc(NC(=O)CSc2nc3cccnc3n2C2CCCCC2)sc1C | -1% |
| CCn1c(C(=O)N2CCc3ccccc3C2)cc2sccc21 | -5% |
| O=C1CCC(C(=O)Nc2ccc(OC(F)F)cc2)N1 (stereo not drawn) | -3% |
| CCN(C(=O)c1coc(=O)c(Br)c1)c1ccc2c(c1)OCO2 | -13% |
| Cc1nc(Nc2ccc3c(c2)OCO3)c2oc3ccccc3c2n1 | 14% |
| COc1cc(C)nc2nc(SCc3ccccc3)nn12 | 4% |
| CC(C)Sc1nc2ccccc2c(=O)[nH]1 | 4% |
| CC(C)(C)OC(=O)N[C@@H](Cc1ccccc1)c1nnc(SCC(=O)O)o1 | 12% |
| Cc1ccc(S(=O)(=O)N2CCN(C(=O)Cc3ccccc3)CC2)cc1 | -10% |
| COCCNC(=O)c1onc(CSc2ccc(C(C)C)cc2)c1C(=O)O | -7% |
| O=C1C(=C2CCCCC2)SC(=S)N1Cc1ccco1 | 28% |
| COCC(=O)n1nc(-c2ccccc2)nc1NCc1ccc(F)cc1 | -7% |
| Cc1ccc(C2C3=C(CC(C)(C)CC3=O)OC3=C2C(=O)CC(C)(C)C3)o1 | -7% |
| Cn1cc(C(=O)C(F)(F)F)c2ccccc21 | 2% |
| CN(C)c1ccc(NC(=O)c2ccc(Cl)cc2)cc1 | -7% |
| C=CCn1c(SCCOc2ccc(OC)cc2)nnc1C(C)NC(=O)Cc1ccc(OC)cc1 (stereo not drawn) | 15% |
| CC(C)(C)OC(=O)N1CCC(C(=O)N2CCOCC2)CC1 | -11% |
| CCOC(=O)c1cn(CC(=O)Nc2ccc(CC)cc2)nn1 | -5% |
| CC(=O)c1oc2ccccc2c1NC(=O)CCCN1C(=O)c2ccccc2C1=O | -13% |
| CCCOc1ccc(C(=S)N2CCN(c3cccc(C)c3)CC2)cc1 | 9% |

6 entries drawn at random from those above:
| smiles | mouse EphA4 binding |
| --- | --- |
| O=c1oc2cc(OCc3ccc(C(F)(F)F)cc3)ccc2cc1-c1ccccn1 | -3% |
| CC(C)C(=O)NC(NCC1CCCO1)C(Cl)(Cl)Cl (stereo not drawn) | -12% |
| Cc1cccc(N2CCN(S(=O)(=O)c3c(C)[nH]c(=O)[nH]c3=O)CC2)c1C | 1% |
| CCOC(=O)c1cn(CC(=O)Nc2ccc(CC)cc2)nn1 | -5% |
| Cc1ccc(Cl)cc1N1CCN(C(=O)COc2ccc(S(=O)(=O)NC(C)C)cc2)CC1 | -4% |
| CC1CCN(C(=O)CSc2nncn2C)CC1 | -13% |

Individual results from above:
In mouse EphA4 binding, CCOC(=O)c1cn(CC(=O)Nc2ccc(CC)cc2)nn1 shows -5%
In mouse EphA4 binding, COCC(=O)n1nc(-c2ccccc2)nc1NCc1ccc(F)cc1 shows -7%
In mouse EphA4 binding, Cc1ccc(C2C3=C(CC(C)(C)CC3=O)OC3=C2C(=O)CC(C)(C)C3)o1 shows -7%
In mouse EphA4 binding, Cc1ccc(S(=O)(=O)N2CCN(C(=O)Cc3ccccc3)CC2)cc1 shows -10%

Next results follow.
| smiles | mouse EphA4 binding |
| --- | --- |
| COCCSc1nnc(NC(=O)C(C)(C)C)s1 | -15% |
| COc1ccc(CCN=CC2=C(O)CC(C)(C)CC2=O)cc1 | -20% |
| Cc1cccc(CC2CC(=O)N(c3ccc4ccccc4n3)C2=O)c1 (stereo not drawn) | -19% |
| Cc1cccc(NCCNc2cccc(C)c2)c1 | -21% |
| CS(=O)(=O)c1cccc(C(=O)Oc2ccccc2)c1 | 2% |
| COc1ccc2[nH]c(C)c(C(=O)CN3CC(C)OC(C)C3)c2c1 (stereo not drawn) | -1% |
| CCCCCN(C(=O)COC(=O)c1ccc(Br)o1)c1c(N)n(CCCC)c(=O)[nH]c1=O | 3% |
| Cn1c(=O)c2c(nc(CN3CCOCC3)n2CCc2ccccc2)n(C)c1=O | 9% |
| Cc1ccc(-n2cnc(N)c2C(=O)c2ccc([N+](=O)[O-])cc2)cc1 | 7% |
| CCc1ccc(N2C(=O)c3ccc4c5c(ccc(c35)C2=O)CC4)cc1 | -10% |
| N#CCSc1ncnc2c1cnn2CCO | -4% |
| O=c1[nH][nH]c(-c2ccccc2)c1C=Nc1ccccc1 | -7% |
| O=c1cc(CSc2nnc(COc3ccccc3Cl)o2)nc2sccn12 | -4% |
| COc1cccc(-c2cc(C(F)(F)F)n3ncc(S(=O)(=O)c4ccccc4)c3n2)c1 | -11% |
| CCn1c(C)[n+](CC(O)COCC2CC=CCC2)c2ccccc21 (stereo not drawn) | -9% |
| CCn1c(C(=O)N2CCC(Cc3ccccc3)CC2)cc2sccc21 | -4% |
| O=C(Nc1cc(C(F)(F)F)ccc1Cl)c1nc2nc(-c3ccccc3)cc(C(F)(F)F)n2n1 | -4% |
| NNC(=O)Cn1c(SCc2ccccc2)nc2ccccc21 | -6% |
| COc1ccc(-c2c3c(=O)n(C)c(=O)n(C)c3cn2Cc2cccnc2)cc1 | -7% |
| O=C(NCc1ccccn1)C(=O)Nc1ccc([N+](=O)[O-])cc1 | 2% |
| O=C(O)CC(c1ccccc1)c1ccccc1 | -20% |
| CCS(=O)(=O)N1CCCC(C(=O)NCc2ccc3c(c2)OCO3)C1 (stereo not drawn) | -4% |
| COc1cc(C(=O)O)nc2ccccc12 | -4% |
| COc1ccc(C(=O)N/C(=C/c2cccs2)C(=O)NCCN2CCOCC2)cc1 | -6% |
| COC(=O)c1ccc(-c2nc(-c3ccc(Br)o3)no2)cc1 | 6% |
| C=CCN(CCNP(=O)(OCC)OCC)CP(=O)(OCC)OCC | -12% |
| CCCCN(CC)C(=O)CN(C)S(=O)(=O)c1cccc2nsnc12 | -5% |
| O=C(CSCc1ccccc1Cl)Nc1ccc2c(c1)OCCO2 | -6% |
| O=C(NC1CC1)C1CCN(c2ncnc3c2sc2cccc(F)c23)CC1 | -11% |
| COCCNC(=O)C1CC(c2ccccc2[N+](=O)[O-])=NO1 (stereo not drawn) | -5% |
| CCOc1cc(CNCCO)cc(Br)c1OCc1ccc(Cl)cc1 | -12% |
| COC(=O)CC1C(=O)NCCN1C(=O)Nc1ccc(Cl)cc1 (stereo not drawn) | -22% |
| Cn1c(C(=O)N2CCCC2)cc2c(=O)n(C)c3ccccc3c21 | -35% |
| COc1ccc(OC)c(N(CC(=O)N2CCC(C)CC2)S(=O)(=O)c2ccccc2)c1 | -6% |
| O=C(CNC(=O)c1ccccc1)NCC(=O)OCc1ccc(Cl)cc1 | -2% |
| Cc1ccc(NCc2nnc(SCC(=O)Nc3cccc(O)c3)n2CC2CCCO2)c(C)c1 (stereo not drawn) | -3% |
| CCOC(=O)CSc1nnc(CNC(=O)c2cccs2)n1-c1cccc(C)c1 | 0% |
| O=C(NCCNS(=O)(=O)c1ccc(Cl)cc1)c1cc(OCC(F)(F)F)ccc1OCC(F)(F)F | -4% |
| Cc1ccc(C(=O)N2CCN(c3ccc([N+](=O)[O-])cc3)CC2)o1 | -2% |
| Cc1ccc2oc(=O)c3cnn(CC(=O)N(CCN(C)C)Cc4ccco4)c3c2c1 | 8% |
| Cn1cccc1Cc1nnc(SCC(=O)Nc2ccc3c(c2)OCCO3)n1CCc1ccccc1 | -1% |
| CCOC(=O)c1ccc(NC(=O)c2ccc(OCC(C)C)cc2)cc1 | -3% |
| O=C(Nc1ccc(F)cc1)N1CCC(c2nc3c(nnn3Cc3cccc(Cl)c3)c(=O)[nH]2)CC1 | 0% |
| Cc1nc2c(C(=O)NCCc3ccccc3)c[nH]n2c(=O)c1Cl | 8% |
| CC(=O)NS(=O)(=O)c1ccc(NS(=O)(=O)c2ccc(F)cc2)cc1 | -10% |
| COc1ccc(NC(=O)C(c2ccc(OC)cc2)N(C)C(=O)CNC(C)=O)cc1 (stereo not drawn) | -2% |
| CCC(c1nnnn1Cc1ccccc1)N1CCN(C(=O)c2ccco2)CC1 (stereo not drawn) | -1% |
| O=c1cc(CO)occ1OCc1cccc(F)c1 | -5% |
| Cc1ccc2c3c(c(SCC(=O)Nc4nccs4)nc2c1)CCCC3 | -12% |
| O=C(NCc1ccco1)C(C(=O)c1ccccc1)n1ccccc1=O (stereo not drawn) | -1% |
| CCCOC(=O)CSC1=C(C#N)C(c2ccc3c(c2)OCO3)CC(=O)N1 (stereo not drawn) | 5% |
| O=C(CCCN1C(=O)c2cccc3cccc(c23)C1=O)N1CCN(c2ccccc2)CC1 | -8% |
| O=[N+]([O-])c1ccc(-c2noc(CCc3ccccc3)n2)cc1 | -5% |
| CCn1c(SCC(=O)Nc2cc(C)on2)nnc1-c1cccnc1 | -13% |
| Cc1ccc(N=C(NOCc2ccc(Cl)cc2Cl)c2nonc2N)c(C)c1 | 3% |
| CCOC(=O)c1[nH]c(C)c(C(=O)OCC(=O)N2c3ccccc3CC2C)c1C (stereo not drawn) | -22% |
| COc1ccc2nc(C)cc(SCC(=O)O)c2c1 | -6% |
| Cc1onc(-c2ccccc2)c1C(=O)N1CCN(C)CC1 | -2% |
| CC(C)CN1C(=O)/C(=C/c2cccs2)SC1=S | -8% |
| O=C(Cn1[nH]c(=O)c2ccccc2c1=O)OCC(=O)N1CCc2ccccc2C1 | -2% |

(listing goes on)
| smiles | mouse EphA4 binding |
| --- | --- |
| COC(=O)CCS(=O)(=O)c1ccc(Cl)cc1 | -41% |
| COc1cccc(C(=O)NC(=S)Nc2ccc3c4c(cccc24)CC3)c1 | -5% |
| CCOc1ccc2nc(-c3ccccc3)[nH]c2c1 | -30% |
| CCc1sc(NS(C)(=O)=O)nc1-c1ccccc1 | -14% |
| O=C(C1CCC(CNS(=O)(=O)c2cccc3cccnc23)CC1)N1CCc2ccccc21 (stereo not drawn) | 9% |
| O=C(O)CSc1sc(=S)sc1SCC(=O)O | -1% |
